# RBBP9 inh = blocks human serine hydrolase RBBP9; inhibition, % at 7.94 µM; recombinant RBBP9, FP-Rh probe fluorescence polarization; O75884; AID 1515; hit rate 0.2% among 220,000;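 active = inhibition above the campaign mean of all tested compounds plus 3 SD, cut at about 14% in these data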;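 also: plate controls were DMSO wells with RBBP9 for no effect and wells lacking RBBP9 protein for full effect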
# Target sequence (O75884 whole entry, looked up): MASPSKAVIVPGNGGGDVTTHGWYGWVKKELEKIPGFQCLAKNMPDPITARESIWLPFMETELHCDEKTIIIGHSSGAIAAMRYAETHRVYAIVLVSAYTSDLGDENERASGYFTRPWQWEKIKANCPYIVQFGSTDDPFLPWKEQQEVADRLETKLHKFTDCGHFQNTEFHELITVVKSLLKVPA
#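 System: RBBP9 protein | Quantity: 2.5 µM RBBP9 dispensing solution, before mixing | Reagent: FP-Rh probe, 375 nM dispensing solution | Timing: Enzyme-compound preincubation 30 min, then probe labeling 45 min, 25 °C | Measured by: Fluorescence polarization | Read-out: % inhibition | Replication: One well per compound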
# p97 ATPase inh = human p97 ATPase inhibition | P55072 | recombinant p97 ATPase, Kinase-Glo ATP luminescence, 3 h | inhibition, % at 8 µM | hit rate 0.42% among 220,000 | AID 1481; in the data active = inhibition above about 15%;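 also: 0% = DMSO vehicle and 100% = wells lacking enzyme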
# BaF3 tox = reduces parental Ba/F3 cell viability, JAK2V617F counter-screen; inhibition, % at 5.6 µM; hit rate 1.1% among 220,000; CellTiter-Glo ATP luminescence;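 active = inhibition above a per-campaign cutoff, the mean inhibition of all tested compounds plus 3 SD, cut at about 27% in these data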;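 also: 0% = DMSO wells and 100% = JAK Inhibitor I control wells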
# EP2 antag = inhibitors of human EP2 prostaglandin E2 receptor | inhibition, % at 25 µM | C6 glioma cells expressing human EP2, cAMP TR-FRET; cells stimulated with saturating PGE2 | hit rate 0.52% among 260,000;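 active = percent inhibition above 40 after rounding to a whole number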;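 also: rat C6 glioma host cells with rolipram phosphodiesterase inhibitor present; the protocol text gives 20 µM as final concentration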
# PPC-1+TRAIL kill = PPC-1 cancer cell killing with TRAIL present | PPC-1 cells + TRAIL, ATPLite viability luminescence | cell killing (% activity), % at 4 µM | hit rate 0.41% among 220,000 | AID 1443;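 active = cell killing above 50% in the first pass at 4 µM, then a duplicate retest at 5 µM averaging 50% or more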;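 also: plate controls were cells with TRAIL plus DMSO for no effect and medium-only wells lacking cells for full effect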
# Furin inh = inhibitors of human furin; purified furin, fluorogenic substrate cleavage; inhibition, % at 30 µM; hit rate 0.061% among 220,000; AID 463115; in the data active = inhibition above about 25%; also: inactives centre near -15
# Target sequence (P09958 108-714 limits assumed): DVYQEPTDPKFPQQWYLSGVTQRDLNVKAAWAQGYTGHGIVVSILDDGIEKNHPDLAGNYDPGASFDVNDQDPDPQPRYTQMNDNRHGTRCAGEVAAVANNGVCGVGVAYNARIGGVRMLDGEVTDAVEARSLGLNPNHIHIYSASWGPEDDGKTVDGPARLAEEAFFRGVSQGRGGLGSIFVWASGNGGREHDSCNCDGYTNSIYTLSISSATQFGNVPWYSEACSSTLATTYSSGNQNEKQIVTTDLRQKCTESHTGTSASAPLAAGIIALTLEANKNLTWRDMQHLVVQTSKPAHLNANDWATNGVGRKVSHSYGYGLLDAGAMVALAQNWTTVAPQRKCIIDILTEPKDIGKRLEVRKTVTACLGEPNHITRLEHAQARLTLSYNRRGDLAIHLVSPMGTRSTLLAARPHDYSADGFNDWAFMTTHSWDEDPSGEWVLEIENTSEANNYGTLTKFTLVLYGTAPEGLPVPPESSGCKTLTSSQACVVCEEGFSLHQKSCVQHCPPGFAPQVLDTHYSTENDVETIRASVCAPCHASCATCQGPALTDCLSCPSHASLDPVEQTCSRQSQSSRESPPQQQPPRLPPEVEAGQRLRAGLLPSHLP
# Ba/F3 V617F tox = reduce viability of Ba/F3 cells dependent on JAK2V617F; Ba/F3 EpoR-JAK2V617F viability, ATP luminescence; inhibition, % at 5.6 µM; hit rate 1.1% among 220,000; AID 1446;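 active = inhibition above the campaign mean plus 3 SD over all tested compounds, cut at about 24% in these data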;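 also: cytokine-independent growth of Ba/F3 cells driven by EpoR plus mutant JAK2; 0% = DMSO-treated cells and 100% = JAK inhibitor I control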
# TbHK1 inh = T. brucei hexokinase 1 inhibition | inhibition, % at 10 µM | recombinant TbHK1, G6PDH-coupled NADH A340 | hit rate 0.11% among 220,000 | AID 1430;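 active = inhibition of 50% or more in the single-dose primary screen; inactive = inhibition below 50%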
# p47phox inh = blocks human p47phox regulatory protein of NADPH oxidases. P14598. p47phox/p22phox peptide binding, fluorescence polarization, 2 h. inhibition, % at 24.7 µM. hit rate 0.53% among 220,000. AID 1274;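 active = inhibition above about 30%, limit read from the data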;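 also: 0% = p47phox with labelled peptide and 100% = labelled peptide alone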
# * hit, by the source's call; nt = no result given; & = joins results of further samples; [ ] = another dose, or the depositor's remark. Some of the compounds tested (hit frequency here may not be typical).
# Screens in order: RBBP9 inh, p97 ATPase inh, BaF3 tox, EP2 antag, PPC-1+TRAIL kill, Furin inh, Ba/F3 V617F tox, TbHK1 inh, p47phox inh
CC(=O)Nc1ccc(S(=O)(=O)Oc2ccc(/C=N/NC(=O)c3ccc(Cl)cc3)cc2)cc1
    -3, -3, 7, 6, 14, 1[20 µM], 1, 6, -26
COC(=O)CN(c1ccccc1F)S(=O)(=O)c1ccc(C)cc1
    -2, 0, 3, 13, 9, -7, -5, -4, -9
COC(=O)Cc1csc(N)n1
    -4&-5, 3&5, 0&5, 10&7&15, 32&4, -17&-28[20 µM], -6&-1, -8&-1, 1&-7
Cc1nnc(Sc2nc3c(c(=O)n(C)c(=O)n3C)n2Cc2ccc(Cl)cc2)s1
    6, 4, 5, 3&13, 15, -9, -1, -4, -13
Clc1ccc(-c2nnc(N3CCOCC3)o2)cc1
    -6, 5, 0, 0, 11, -41, -2, 34, -10
CCCN1C(=O)c2ccc(C(=O)Nc3nccs3)cc2C1=O
    -3, 0, -1, 16, -6, -19[20 µM], -4, -12, -13
S=C1CCC(c2ccc(Br)cc2)=NN1c1ccccc1
    -9, 8, 3, 6, -6, -7, -5, -10, -10
CC1(C)CCN(Cc2ccccc2)C1CC#N (stereo not given)
    6, 2, 3, 7, 2, -2, -5, -3, -1
C1=C(c2ccccc2)Nc2ccccc2N=C1c1ccccc1
    -8, -5, 1, 3, -8, -8, 102*, -2, 6
CCCCN=C(NNc1ccc(Br)cc1)C(=O)OCC
    -2, 2, 9, 4, 30, -15, 1, -6, -3
c1ccc(-c2cc(N3CCCCCC3)n[nH]2)cc1
    -2, -2, -1, 10, 3, -24[20 µM], -3, 4, -9
CCc1c(C)nc(SCC(=O)N2CCCCC2CC)[nH]c1=O (stereo not given)
    -10, 5, -2, 5, 6, -7, -6, -6, 0
O=C(NCCC1=CCCCC1)c1cnccn1
    -12, -4, 6, 7, 6, -14[20 µM], 4, 4, -22
O=C(CC1SC(=Nc2ccccc2)N(CCc2ccccn2)C1=O)Nc1ccc(F)cc1 (stereo not given)
    -7, -2, 7, 14, 14, -17, 1, -8, -18
COc1cc(OC)c(C(=O)/C=C/c2ccccc2)c(O)c1O
    nt, nt, nt, 16, 14, -14, nt, -40, -3
Cc1cc2nc(CSc3ccc(Cl)cc3)cc(=O)n2[nH]1
    -7, 4, 2, 7, -4, -17, 3, 0, -7
COc1ccc(C(=O)NNC(=O)c2cc3cccc(OC)c3oc2=O)cc1
    2, 4, 0, 9, -15, -14, -2, -10, 0
CCC1CCCCN1C(=O)CSc1nnc(CNC(=O)COc2ccc(Cl)cc2)o1 (stereo not given)
    -7, -4, 2, 18, 1, 1[20 µM], 1, -9, 3
O=C(COC(=O)Cc1cn2ccsc2n1)Nc1nc2ccccc2s1
    -1, 4, 0, 29, 32, -18, -2, 0, -4
CCn1cc(C(=O)OCC(=O)Nc2ccc(S(=O)(=O)N3CCCC3)cc2)c(=O)c2ccc(C)nc21
    -2, -1, 2, 10, 23, -16, -9, -18, -15
Cc1ccc(/C=C2/SC(=S)N(c3ccc(S(=O)(=O)Nc4nccs4)cc3)C2=O)cc1
    1, 0, -2, 12, 18, -15, -2, 18, -32
COc1ccc(S(=O)(=O)Nc2ccccc2C(=O)NC(C)(C)C)cc1OC
    3, -6, 3, 7, 12, -17[20 µM], 1, -4, -2
Cc1cc(C)n(CCNC(=O)c2cc(COc3c(F)cccc3F)on2)n1
    -7, 0, 6, 15, 10, -31, -4, -2, -5
CCOC(=O)c1cccc(C(=O)Oc2ccccc2)n1
    -6, -2, 9, 4, -11, -8[20 µM], 1, -6, -5
CCC(C)Oc1ccc(/C=C/c2[nH]c(=O)[nH]c(=O)c2[N+](=O)[O-])cc1OC (stereo not given)
    -6, 0, 8, 8, 6, -6, 4, -12, -34
Cc1nc2scc(-c3ccc(C(C)C)cc3)c2c(=O)n1N
    -1, -5, 9, 4, 13, -22, 3, -2, -7
CCOC(=O)c1sc2nc(C)nc(N3CCN(c4ncccn4)CC3)c2c1C
    1, 1, -1, 9, 14, -27, -2, -2, -12
COc1ccc(S(=O)(=O)N2CCN(C(=O)NC3CCCCC3)CC2)cc1
    -8, -4, 4, 5, 10, -17, 1, 3, 4
Brc1ccc(C2Nc3cccc4cccc(c34)N2)o1
    -3, 2, 3, 5, 24, -15, 4, -21, 5
CCOc1ccc(CNC(=O)c2ccco2)cc1
    -6, 3, 7, 3, 12, -14, 3, -2, -1

# (list continues)
SMILES	RBBP9 inh	p97 ATPase inh	BaF3 tox	EP2 antag	PPC-1+TRAIL kill	Furin inh	Ba/F3 V617F tox	TbHK1 inh	p47phox inh
CC(=O)Nc1ccc(SCC(=O)OCC(=O)NC(=O)NC2CCCC2)cc1	-3	-4	8	7	1	-15	5	4	-3
Cc1ccc(Sc2ccc(NC(=O)c3ccc(S(C)(=O)=O)cc3Cl)cc2)cc1	-5	1	0	33	13	-19[20 µM]	-4	-3	-17
C[C@@H]1CN(Cc2cn(C)nc2-c2cccc(Cl)c2)C[C@H](C)O1	-7	-1	10	9	-3	-30	1	-7	-9
O=C(NCc1cc(C(F)(F)F)cc(C(F)(F)F)c1)C1CC(c2ccccc2[N+](=O)[O-])=NO1 (stereo not given)	-7	0	-1	16	11	-17[20 µM]	1	-5	-14
CCc1ccc(-c2nc(C)c(CCO)c(=O)[nH]2)cc1	6	1	5	2	3	-31	0	-2	-4
CCOC(=O)c1cnn(-c2ccc(F)cc2)c1N	8	5	2	6	29	-30	-5	-4	0
O=S1(=O)CCN(OCc2ccc(Cl)cc2)CC1	-6	-6	5	2	8	-16	3	10	3
CCCOc1ccc(C2C(=O)N(C3CCCCC3)CC(=O)N2CCC)cc1OC (stereo not given)	-10	0	5	1	-8	-21	0	-1	2
Cc1nn(Cc2ccccc2)c(Cl)c1C(=O)OC1CCOC1=O (stereo not given)	-15	1	5	9	21	-23	2	2	-42
C[C@]12C=CC(=O)C=C1CC[C@@H]1[C@@H]2[C@@H](O)C[C@@]2(C)[C@H]1CC[C@]2(O)C(=O)COC(=O)CCC(=O)O	-8	5	-3	14	13	-12	10	3	-5
CN(C)c1ncc(S(=O)(=O)c2ccccc2)c(-c2ccc(Cl)cc2Cl)n1	-12	-9	4	nt	5	-13	0	-5	-12
CCCN(Cc1ccccc1)C(=S)Nc1ccc(C(C)=O)cc1	-4	4	7	5	24	-22	-2	-3	-8
CC1=NN(c2ccccc2)C(=O)/C1=C\c1ccc(Br)s1	0	6	9	30	8	-12	4	13	-3
Cc1ccc(-n2nnnc2SCC(=O)Nc2nc(-c3ccc(F)cc3)cs2)cc1C	-6	4	1	1	-3	-16[20 µM]	2	-10	7
CCCCCn1c(SCC(=O)OC)nc2c1c(=O)[nH]c(=O)n2C	-10	3	8	10	3	-34	-3	-1	-6
Cc1[nH]n(-c2ccccc2)c(=O)c1/C=N/N1C(=O)c2cccc3cccc(c23)C1=O	2	0	6	9	16	-5	-1	-10	4
NNC(=O)c1cccc(O)c1	7	-1	11	9	9	-12	3	-1	1
CNCCOCC(O)CSc1ccccc1 (stereo not given)	-8	-5	3	15	4	-8	0	2	-7
CCCNc1nc(Nc2ccc(C)cc2)nc(N2CCCC2)n1	0	-3	3	9	29	-11[20 µM]	-2	3	1
c1cncc(-c2nc(N3CCOCC3)c3ccccc3n2)c1	1	3	1	13	31	-17[20 µM]	-4	-24	-11
CC(=O)N1CCc2ccc(S(=O)(=O)N3CC(C)OC(C)C3)cc21 (stereo not given)	0	6	-1	5	25	-4	-3	-11	0
CCOC(=O)c1cccc(NC(=O)CN(c2ccc(C)cc2)S(=O)(=O)c2c(C)n[nH]c2C)c1	-9	2	2	8	12	-16	-3	1	1
CCOc1cccc(/C=N/NC(=S)NCCN2CCOCC2)c1O	-1	0	10	8	15	-6	5	-8	3
O=C(CN1CCN(c2ccccn2)CC1)NC(=O)NC1CCCCC1	-6	-2	1	8	17	-19	2	0	-2

# A run of entries from the list above:
SMILES	RBBP9 inh	p97 ATPase inh	BaF3 tox	EP2 antag	PPC-1+TRAIL kill	Furin inh	Ba/F3 V617F tox	TbHK1 inh	p47phox inh
Cc1[nH]n(-c2ccccc2)c(=O)c1/C=N/N1C(=O)c2cccc3cccc(c23)C1=O	2	0	6	9	16	-5	-1	-10	4
NNC(=O)c1cccc(O)c1	7	-1	11	9	9	-12	3	-1	1
CNCCOCC(O)CSc1ccccc1 (stereo not given)	-8	-5	3	15	4	-8	0	2	-7
CCCNc1nc(Nc2ccc(C)cc2)nc(N2CCCC2)n1	0	-3	3	9	29	-11[20 µM]	-2	3	1
c1cncc(-c2nc(N3CCOCC3)c3ccccc3n2)c1	1	3	1	13	31	-17[20 µM]	-4	-24	-11
CC(=O)N1CCc2ccc(S(=O)(=O)N3CC(C)OC(C)C3)cc21 (stereo not given)	0	6	-1	5	25	-4	-3	-11	0
CCOC(=O)c1cccc(NC(=O)CN(c2ccc(C)cc2)S(=O)(=O)c2c(C)n[nH]c2C)c1	-9	2	2	8	12	-16	-3	1	1
CCOc1cccc(/C=N/NC(=S)NCCN2CCOCC2)c1O	-1	0	10	8	15	-6	5	-8	3
O=C(CN1CCN(c2ccccn2)CC1)NC(=O)NC1CCCCC1	-6	-2	1	8	17	-19	2	0	-2

# (continued)
SMILES	RBBP9 inh	p97 ATPase inh	BaF3 tox	EP2 antag	PPC-1+TRAIL kill	Furin inh	Ba/F3 V617F tox	TbHK1 inh	p47phox inh
CCCCn1c(CN2CCN(c3ccccc3)CC2)nc2c1c(=O)n(C)c(=O)n2C	-1	0	29*	13	24	-19	23	-3	-4
Cc1ccccc1C(=O)c1cccn1CC(=O)NC(C)c1ccc2c(c1)OCCO2 (stereo not given)	-11	-1	3	14	30	-15	1	1	-19
CCn1ncc([C@@H]2C[C@H]3CN(Cc4ccccc4C)C(=O)[C@]34CCCN24)c1C	-7	0	0	5	16	-12	-3	-6	-21
Oc1ccc2c(c1)oc1cc(O)ccc12	14	10	15	9	-4	-24	21	5	-23
O=C(Cn1cc([N+](=O)[O-])cn1)NCC1CCCO1 (stereo not given)	-5	1	3	4	13	-4	-2	31	1
COc1cc(CN2CCC(C(=O)NC3CCCC3)CC2)cc(Br)c1O	-1	8	-2	3	2	-15	-3	4	-16
O=C(O)c1ccc(S(=O)(=O)c2ccc3c(c2)C(=O)N(NC(=O)c2ccc(O)cc2)C3=O)cc1	2	3	5	10	6	-29	-2	-3	-4
COc1ccccc1NC(=O)c1cc(Sc2nncn2C)nc2ccccc12	-8	9	0	18	33	-6	-5	-4	-10
